Screens deposited in PubChem by The Scripps Research Institute Molecular Screening Center.
TbREL1 inh = TbREL1 inhibition, primary screen. 0.49% of 89,000 active. P86926. AID 1117264. inhibition, % at 9.66 µM. TbREL1 RNA ligation, FRET fluorescence;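 active means inhibition above the mean inhibition across all screened compounds plus 3 SD, cut at about 11% in these data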;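 further: 0% = plate median of test wells and 100% = NSC42067 control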
Target sequence (P86926 whole entry, looked up): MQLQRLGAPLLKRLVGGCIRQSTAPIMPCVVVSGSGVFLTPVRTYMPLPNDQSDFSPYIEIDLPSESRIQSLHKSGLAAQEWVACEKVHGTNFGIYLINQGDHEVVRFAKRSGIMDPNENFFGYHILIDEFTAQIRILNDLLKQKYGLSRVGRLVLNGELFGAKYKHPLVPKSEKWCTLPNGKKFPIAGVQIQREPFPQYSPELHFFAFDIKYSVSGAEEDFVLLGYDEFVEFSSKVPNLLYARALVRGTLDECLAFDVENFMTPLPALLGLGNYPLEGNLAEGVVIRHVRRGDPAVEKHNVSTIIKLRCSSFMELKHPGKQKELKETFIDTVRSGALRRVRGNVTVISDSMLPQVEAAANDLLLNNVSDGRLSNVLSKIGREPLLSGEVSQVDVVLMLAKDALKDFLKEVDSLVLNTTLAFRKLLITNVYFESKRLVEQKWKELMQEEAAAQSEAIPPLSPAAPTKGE
An asterisk follows results filed as active. These rows are one share of the data; rates above refer to the full screens.

What do the screens show for `CN(C)CCCNc1nc2cc(-c3cnn(Cc4ccccc4)c3)sc2c(=O)n1C`?
TbREL1 inh: 8.3

How did O=C(NC1CCCC1)[C@@H]1CCCN1C(=O)[C@@H](NC(=O)N1CCOCC1)C1CCCCC1 do in these assays?
TbREL1 inh: 2.5

What do the screens show for `CN(Cc1ccco1)C(=O)C(Cc1ccccc1)NS(=O)(=O)c1ccc2c(c1)CCC(=O)N2` (stereo not drawn)?
TbREL1 inh: 4.6

What do the screens show for `CCOC(=O)C1=C(C)C/C(=N\NC(=O)c2ccccc2O)CC1`?
TbREL1 inh: 3.9

Results for COc1ccc(CN(C)Cc2ccccc2)c(OC)c1OC ?
TbREL1 inh: 6.7

What do the screens show for `Nc1cccnc1Sc1cccc(Cl)c1`?
TbREL1 inh: 8.0

How did COC(=O)Cn1nc(-c2ccccc2)c2ccccc21 do in these assays?
TbREL1 inh: 2.8

How did CC1CCC(C(C)C)C(OC(=O)COC(=O)c2cc(O)ccc2N)C1 (stereo not drawn) do in these assays?
TbREL1 inh: -2.8

How did Cc1ccc(CNC(=O)C2=CCN(S(=O)(=O)c3ccc(C)cc3)CC2)cc1 do in these assays?
TbREL1 inh: -2.7

How did CC(=O)OCC(=O)C1(O)CCC2C3CC(C)C4=CC(=O)C=CC4(C)C3=CCC21C (stereo not drawn) do in these assays?
TbREL1 inh: 5.2

What do the screens show for `CCCCOc1ccc(C(=O)NC2CCCCN(Cc3ccccc3C)C2=O)cc1` (stereo not drawn)?
TbREL1 inh: -1.0

How did O=C1COCC(=O)N1CCc1c[nH]c2ccccc12 do in these assays?
TbREL1 inh: -6.2

Results for Cc1ccc(S(=O)(=O)N2CCN(C(=O)COC(=O)c3ccccc3Cl)CC2)c(C)c1 ?
TbREL1 inh: -2.8

What do the screens show for `COc1cccc(NC(=S)NC2CC3CCCC(C2)N3C2CCCC2)c1` (stereo not drawn)?
TbREL1 inh: -0.8

Results for C[C@@H]1CCC(=O)N(C[C@@H](C)CSc2ccc(Br)cc2)CC1 ?
TbREL1 inh: 2.5

Results for N#CCCn1cc(C(=O)Nc2ccc(C(=O)O)cc2)c(-c2cc3ccccc3o2)n1 ?
TbREL1 inh: 1.6

How did CN1C(C(=O)NCc2cccc(C(F)(F)F)c2)CC2Cn3c(nc4cc(Cl)c(Cl)cc43)C21 (stereo not drawn) do in these assays?
TbREL1 inh: 5.4

Results for O=C(OCCCCSc1nnc(-c2cccc3ccccc23)o1)c1ccc(F)cc1 ?
TbREL1 inh: -1.1

How did Cc1cccc(-n2nc(C)c3c2NC2=C(C(=O)CCC2)C3c2ccccn2)c1 (stereo not drawn) do in these assays?
TbREL1 inh: -2.9

How did Nc1nc2ccc(S(=O)(=O)N3CCCCC3)cc2s1 do in these assays?
TbREL1 inh: -0.6

What do the screens show for `Cc1ccc(CNC(=O)CCCCn2c(=O)[nH]c3ccsc3c2=O)cc1`?
TbREL1 inh: 2.1

What do the screens show for `N#Cc1c(C(F)(F)F)cc(-c2cccs2)nc1N1CCCCC1`?
TbREL1 inh: 1.4

Results for CC(C)C[C@@H]1COc2cc(N3CC[C@H](O)C3)ccc2S(=O)(=O)N1 ?
TbREL1 inh: 3.1

Results for C[C@H]1CN([C@@H](C)CO)C(=O)CCCn2nncc2CO[C@H]1CN(C)C(=O)c1ccc(N2CCN(C)CC2)cc1 ?
TbREL1 inh: 5.5

What do the screens show for `Cc1nc2ncnn2c(C)c1CCC(=O)N1CCc2ccccc21`?
TbREL1 inh: 5.8

How did CCCCSc1nc(CCC)cc(=O)[nH]1 do in these assays?
TbREL1 inh: 1.3

What do the screens show for `NC(=O)c1c(NC(=O)c2cccnc2)sc2c1CCCCC2`?
TbREL1 inh: 1.1

Results for Cc1ccc(S(=O)(=O)CC(O)COc2ccc(F)cc2Cl)cc1 (stereo not drawn) ?
TbREL1 inh: -1.3

Results for COC(=O)CSCc1nc2ccccc2[nH]c1=O ?
TbREL1 inh: 4.9

How did O=C(c1ccc(O)c(Cl)c1)N1CCN(S(=O)(=O)c2ccccc2)CC1 do in these assays?
TbREL1 inh: -1.6

How did C=C(c1ccc(OCCO)cc1)c1ccc(OCCO)cc1 do in these assays?
TbREL1 inh: 4.6

How did CC(=O)Nc1ccc(S(=O)(=O)N2CCN(c3ccccn3)CC2)cc1 do in these assays?
TbREL1 inh: 1.3

Results for Cc1cccc(CN2CCN(C3CN(Cc4cn(Cc5ccccc5)nn4)S(=O)(=O)C3)CC2)c1 (stereo not drawn) ?
TbREL1 inh: -1.6

What do the screens show for `CC1=NN(Cc2ccccc2)C(=O)C1C(c1ccccc1)C(C#N)C#N` (stereo not drawn)?
TbREL1 inh: -2.7

What do the screens show for `COC(=O)[C@]12C[C@H](CC(=O)NCc3ccc(OC)c(OC)c3)C(=O)N(Cc3ccccc3)C1=C[C@H](COCc1ccccc1)O[C@@H]2C`?
TbREL1 inh: 4.0

What do the screens show for `C/C(=N\NC(=O)C(N)=O)c1ccc(NC(=O)c2cccs2)cc1`?
TbREL1 inh: 2.6

How did CCOc1ccc(N2C(=O)CN(c3cccc4ccccc34)C2=S)cc1 do in these assays?
TbREL1 inh: -0.9

How did COc1ccc(NC(=O)N(C)C[C@H]2Oc3ccc(NC(=O)Cc4ccccc4)cc3CC(=O)N([C@H](C)CO)C[C@H]2C)cc1 do in these assays?
TbREL1 inh: -1.7

Results for Cc1cnc(C(=O)OCC(=O)Nc2ccc(C)c(S(=O)(=O)N(C)C)c2)cn1 ?
TbREL1 inh: 8.5

Results for O=C(c1ccc(-c2ccc([N+](=O)[O-])cc2)o1)N1CCN(S(=O)(=O)c2cccs2)CC1 ?
TbREL1 inh: 1.9

What do the screens show for `O=C(Nc1ccc(Cl)cc1)O[C@@H]1CC[C@@]23CCCN2C(=O)CCC[C@H]3C1`?
TbREL1 inh: -4.5

What do the screens show for `Cc1ccc(S(=O)(=O)N2CCOCC2)cc1C(=O)Nc1ccc(N2CCCCCC2)cc1`?
TbREL1 inh: -6.3

How did O=C(C1CCCN1S(=O)(=O)c1ccccc1[N+](=O)[O-])N1CCc2ccccc2C1 (stereo not drawn) do in these assays?
TbREL1 inh: -2.1

How did O=C(c1ccc(F)cc1)C1CCN(c2ncnc3sccc23)CC1 do in these assays?
TbREL1 inh: -3.8

What do the screens show for `CCOc1cc(C2C3=C(CC(C)(C)CC3=O)Nc3n[nH]c(C)c32)ccc1O` (stereo not drawn)?
TbREL1 inh: 5.8

Results for CC(C)CNC(=O)c1ccccc1Oc1ccccc1 ?
TbREL1 inh: -1.7

Results for CCOc1ccccc1/C=C(/NC(=O)c1ccccc1)C(=O)NC(C)c1ccccc1 (stereo not drawn) ?
TbREL1 inh: -2.8

How did Brc1cnc(OCc2ccccc2)nc1OCc1ccccc1 do in these assays?
TbREL1 inh: 2.3

Results for CC[C@]12C(=O)N(C)C[C@H]([C@@H]3C(=O)N(C)C(=O)[C@@H]31)N2C(=O)c1ccc(Cl)cc1 ?
TbREL1 inh: 0.6

Results for COc1ccc(C(C)(C)C)cc1NC(=O)CNc1cccc2ccccc12 ?
TbREL1 inh: -3.6

Results for CCCCCCCNC(=O)C1(CC2CC(c3ccc(Cl)cc3)=NO2)CCNCC1 (stereo not drawn) ?
TbREL1 inh: 7.2

What do the screens show for `Cc1c(C(=O)OC2CCCC2C)[nH]c2c1C(=O)CCC2` (stereo not drawn)?
TbREL1 inh: 2.6

What do the screens show for `CC(C)(C)C1CCc2[nH]nc(C(=O)O)c2C1` (stereo not drawn)?
TbREL1 inh: 1.0

What do the screens show for `COc1cc(-c2nc(-c3ccc(NC(=O)c4ccc(Br)o4)cc3)no2)cc(OC)c1OC`?
TbREL1 inh: 0.4

What do the screens show for `CSc1nnc(C2CCCN2)n1C` (stereo not drawn)?
TbREL1 inh: 7.0

What do the screens show for `O=C(CC1CCCC1)Nc1cc(C(F)(F)F)ccc1-n1cncn1`?
TbREL1 inh: -1.0

Results for COc1cc(OC)cc(C(=O)NC2CCSC2=O)c1 (stereo not drawn) ?
TbREL1 inh: -2.5

Results for O=C(CN1C(=O)COc2ccc(S(=O)(=O)N3CCOCC3)cc21)NCc1ccccn1 ?
TbREL1 inh: -2.5

Results for Cc1ccc(S(=O)(=O)n2cnc3cc([N+](=O)[O-])ccc32)c(C)c1C ?
TbREL1 inh: 1.1

What do the screens show for `Cc1c(C(=O)NCc2cccs2)sc(=O)n1Cc1ccc(S(=O)(=O)N(C)C)cc1`?
TbREL1 inh: 3.1

How did COC(=O)c1ccc(/C=C/C(=O)c2ccc(OC)cc2)cc1 do in these assays?
TbREL1 inh: 0.5

How did O=C(CSc1ccc(F)cc1)Nc1ccc(N2CCOCC2)cc1 do in these assays?
TbREL1 inh: -4.1

Results for Cc1ccc2c(=O)n3c(nc2c1)C(Cc1ccccc1)NC(=O)c1ccc(Cl)cc1-3 (stereo not drawn) ?
TbREL1 inh: -1.9

Results for COC(=O)C1CC(=O)c2ccsc2C1 (stereo not drawn) ?
TbREL1 inh: 2.0

What do the screens show for `Cc1cc(C)n(C(=O)CNC(=O)COc2ccccc2)n1`?
TbREL1 inh: -1.3

What do the screens show for `COC(=O)c1ccc(C2N=C(c3cccs3)CC(c3ccccc3O)N2)cc1` (stereo not drawn)?
TbREL1 inh: 1.0

Results for O=C(O)C(F)(F)C(NCc1ccccc1)c1ccccc1 (stereo not drawn) ?
TbREL1 inh: -0.2

What do the screens show for `CC1CCN(CC(=O)Nc2ccc(S(=O)(=O)N3C(C)CCCC3C)cc2)CC1` (stereo not drawn)?
TbREL1 inh: -2.0

How did O=S(=O)(c1ccc(Cl)s1)N1CCC(c2cn3ccccc3n2)CC1 do in these assays?
TbREL1 inh: -3.0

How did O=C(CCS(=O)(=O)c1ccccc1)Nc1cc(Cl)ccc1F do in these assays?
TbREL1 inh: 3.2

How did Nc1nc(Sc2ccc([N+](=O)[O-])cc2[N+](=O)[O-])n[nH]1 do in these assays?
TbREL1 inh: 1.0

Results for Fc1ccccc1C1CC(c2ccco2)=Nc2ccccc2S1 (stereo not drawn) ?
TbREL1 inh: -0.5

How did O=C1c2ccccc2C(=O)N1CCc1c(-c2ccccc2)[nH]c2ccccc12 do in these assays?
TbREL1 inh: -0.8

What do the screens show for `CCOC(=O)C1=C(O)C(=O)N(c2ccc(S(N)(=O)=O)cc2)C1c1ccc(OC)cc1OC` (stereo not drawn)?
TbREL1 inh: -4.0

How did Cc1cccc(C)c1NC(=O)CN(C)C(=O)c1cc(S(=O)(=O)N(C)C)ccc1N1CCCC1 do in these assays?
TbREL1 inh: -3.3

11 consecutive entries from above:
What do the screens show for `Cc1cc(C)n(C(=O)CNC(=O)COc2ccccc2)n1`?
TbREL1 inh: -1.3

What do the screens show for `COC(=O)c1ccc(C2N=C(c3cccs3)CC(c3ccccc3O)N2)cc1` (stereo not drawn)?
TbREL1 inh: 1.0

Results for O=C(O)C(F)(F)C(NCc1ccccc1)c1ccccc1 (stereo not drawn) ?
TbREL1 inh: -0.2

What do the screens show for `CC1CCN(CC(=O)Nc2ccc(S(=O)(=O)N3C(C)CCCC3C)cc2)CC1` (stereo not drawn)?
TbREL1 inh: -2.0

How did O=S(=O)(c1ccc(Cl)s1)N1CCC(c2cn3ccccc3n2)CC1 do in these assays?
TbREL1 inh: -3.0

How did O=C(CCS(=O)(=O)c1ccccc1)Nc1cc(Cl)ccc1F do in these assays?
TbREL1 inh: 3.2

How did Nc1nc(Sc2ccc([N+](=O)[O-])cc2[N+](=O)[O-])n[nH]1 do in these assays?
TbREL1 inh: 1.0

Results for Fc1ccccc1C1CC(c2ccco2)=Nc2ccccc2S1 (stereo not drawn) ?
TbREL1 inh: -0.5

How did O=C1c2ccccc2C(=O)N1CCc1c(-c2ccccc2)[nH]c2ccccc12 do in these assays?
TbREL1 inh: -0.8

What do the screens show for `CCOC(=O)C1=C(O)C(=O)N(c2ccc(S(N)(=O)=O)cc2)C1c1ccc(OC)cc1OC` (stereo not drawn)?
TbREL1 inh: -4.0

How did Cc1cccc(C)c1NC(=O)CN(C)C(=O)c1cc(S(=O)(=O)N(C)C)ccc1N1CCCC1 do in these assays?
TbREL1 inh: -3.3

Next part.
What do the screens show for `COc1cc(OC)cc(C(=O)N[C@@H](CCSC)c2nc3ccccc3[nH]2)c1`?
TbREL1 inh: -0.5

What do the screens show for `COCCCN1C(=O)c2ccc(C(=O)OCC(=O)NCc3cccc(OC)c3)cc2C1=O`?
TbREL1 inh: 4.2

What do the screens show for `CN1CCN(CCCNC(=O)c2ccc3c(=O)n(CCc4ccccc4)c(=O)[nH]c3c2)CC1`?
TbREL1 inh: -0.9

Results for O=C(O)CCc1ccc(-c2cccs2)n1NC(=O)c1ccco1 ?
TbREL1 inh: 4.6

Results for N#CC12CCCCC1CC1CCCCC1(C#N)N2Cc1ccccn1 (stereo not drawn) ?
TbREL1 inh: 1.3

What do the screens show for `Cc1cc(Br)ccc1NC(=O)CN(C)C(=O)C1CCN(C(=O)c2ccc(Cl)cc2)CC1`?
TbREL1 inh: -0.3

How did CC1(C)CC(=O)C(C=NCC2CCN(C(=S)Nc3ccccc3)CC2)=C(O)C1 do in these assays?
TbREL1 inh: -8.5

What do the screens show for `COC(=O)c1nnn(-c2nc(N(C)C)nc(N(C)C)n2)c1C`?
TbREL1 inh: 0.7

Results for CC(C)NC(=O)NC(=O)CSc1nnc(-c2c[nH]c3ccccc23)o1 ?
TbREL1 inh: -4.3

How did O=S(=O)(Nc1cccc2nsnc12)c1ccccc1 do in these assays?
TbREL1 inh: 1.8

Results for Cn1c(C(=O)NCc2ccccn2)cc2c(=O)n(C)c3ccccc3c21 ?
TbREL1 inh: -1.3

How did COc1ccc(S(=O)(=O)N2CCN(Cc3ccc4c(c3)OCO4)CC2)c2ccccc12 do in these assays?
TbREL1 inh: 0.7

Results for O=C(CCl)N1N=C(c2ccco2)CC1c1ccco1 (stereo not drawn) ?
TbREL1 inh: 10.3

Results for CC(=O)N1CCc2cc(S(=O)(=O)NCCC(=O)NCc3ccc(Cl)cc3)ccc21 ?
TbREL1 inh: -3.5

How did COc1cc(CCNC(=O)c2cnn3ccccc23)cc(OC)c1OC do in these assays?
TbREL1 inh: 2.6

Results for O=C(COc1ccc(S(=O)(=O)N2CCOCC2)cc1Cl)N1CCOCC1 ?
TbREL1 inh: 0.3

How did Cc1cc(OCC(=O)N(C(C)C)C(C)C)cc(C)c1Br do in these assays?
TbREL1 inh: -1.4

Results for COc1ccc(NC(=O)CSCC(=O)N(C)Cc2ccc3c(c2)OCCO3)cc1 ?
TbREL1 inh: 1.5
